ABCG2 inh – human ABCG2 inhibition, ABCB1 as counter-screen; IgMXP3 cells, JC-1 efflux, flow cytometry; inhibition, % at 6.6 µM; hit rate 0.1% among 190,000;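 active = inhibition above 80%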;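 also: 0% = DMSO and 100% = nicardipine control wells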
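Test system: IgMXP3 (ABCG2) plus far-red-tagged CCRF-Adr (ABCB1) cells. Reagent: JC-1 dye as substrate. Timing: 10 min exposure at 25 °C with rotation, no wash. Measured by: flow cytometric JC-1 green MFI at 530 nm. Read-out: percent efflux inhibition, scaled nicardipine 100% to DMSO 0%. Control set: nicardipine and DMSO wells.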
Bim-Bcl-2 – disrupts Bim peptide binding to human Bcl-2; P10415; Bead-based flow cytometry, Bim peptide-Bcl-2 binding; inhibition, % at 10 µM; hit rate 0.06% among 190,000; AID 950; in the data active = inhibition above about 40%; inconclusive = no clear call, values can overlap the other calls;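 also: 0% = no compound wells with probe peptide and 100% = reference peptide inhibitor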
Target sequence (P10415 whole entry, looked up): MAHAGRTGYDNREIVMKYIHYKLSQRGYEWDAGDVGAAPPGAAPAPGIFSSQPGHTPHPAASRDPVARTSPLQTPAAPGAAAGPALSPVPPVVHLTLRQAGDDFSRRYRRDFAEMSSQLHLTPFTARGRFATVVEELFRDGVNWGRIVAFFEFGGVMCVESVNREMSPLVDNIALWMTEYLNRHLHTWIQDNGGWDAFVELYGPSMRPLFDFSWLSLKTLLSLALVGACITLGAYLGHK
Bim-Bcl-B – disrupts Bim peptide binding to human Bcl-B; Q9HD36; bead-based flow cytometry; inhibition, % at 10 µM; hit rate 0.073% among 190,000;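 also: 0% = tracer peptide without compound and 100% = reference inhibitor peptide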
Target sequence (Q9HD36 whole entry, looked up): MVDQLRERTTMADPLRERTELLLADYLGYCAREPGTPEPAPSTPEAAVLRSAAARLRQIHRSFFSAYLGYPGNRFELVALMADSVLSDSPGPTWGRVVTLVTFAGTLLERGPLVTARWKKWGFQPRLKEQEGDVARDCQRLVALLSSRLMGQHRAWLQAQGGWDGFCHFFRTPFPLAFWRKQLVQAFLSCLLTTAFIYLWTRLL
Bcl-W Bim block – inhibitors of Bim-Bcl-W interaction, human; Q92843; bead-based flow cytometry, Bim peptide-Bcl-W binding; inhibition, % at 10 µM; hit rate 0.02% among 190,000; AID 952;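 also: 0% = bound tracer without compound and 100% = peptide blocker; higher means less fluorescent Bim peptide bound to Bcl-W beads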
Target sequence (Q92843 whole entry, looked up): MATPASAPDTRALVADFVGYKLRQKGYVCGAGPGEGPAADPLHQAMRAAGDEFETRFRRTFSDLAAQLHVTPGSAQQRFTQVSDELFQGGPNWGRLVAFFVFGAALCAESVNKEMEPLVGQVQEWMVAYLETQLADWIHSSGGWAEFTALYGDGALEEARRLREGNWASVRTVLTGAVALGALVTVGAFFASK
Bcl-XL Bim block – inhibitors of Bim-Bcl-XL interaction, human | Q07817 | Bim peptide-Bcl-XL binding, bead flow cytometry, fluorescence | inhibition, % at 10 µM | hit rate 0.04% among 190,000 | AID 1007
Target sequence (Q07817 whole entry, looked up): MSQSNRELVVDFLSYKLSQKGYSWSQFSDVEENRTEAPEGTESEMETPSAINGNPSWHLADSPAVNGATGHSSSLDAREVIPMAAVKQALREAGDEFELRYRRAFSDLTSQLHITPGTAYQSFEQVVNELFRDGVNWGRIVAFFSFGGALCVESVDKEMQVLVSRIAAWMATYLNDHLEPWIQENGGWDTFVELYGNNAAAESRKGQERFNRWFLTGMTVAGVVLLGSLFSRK
Bim-Bfl-1 – human Bim-Bfl-1 interaction inhibition; Q16548; inhibition, % at 10 µM; hit rate 0.12% among 190,000; Bead-based flow cytometry, Bim-Bfl-1 binding inhibition; AID 1008;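 also: 0% = wells without compound plus tracer and 100% = blocker peptide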
RGS4-Gao reg – human RGS4-Galphao interaction regulation; P09471; Multiplexed bead flow cytometry, RGS4-Galphao binding; actives lie on both sides; binding response (% of control), % at 10 µM; hit rate 0.33% among 220,000; AID 1415; in the data active = binding response below about 49% or above about 150%; inactive = in between;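 also: fluorescent Galphao activated with aluminum fluoride binding bead-coupled RGS4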
ABCB1 inh – blocks JC-1 efflux by human ABCB1 transporter; hit rate 0.067% among 190,000; P08183; CCRF-Adr cells, flow cytometry; inhibition, % at 6.6 µM; in the data active = inhibition above about 40%;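 also: 0% = vehicle and 100% = reference inhibitor; higher value means more JC-1 retained so stronger ABCB1 efflux block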
GSH bead fluor – compound fluoresces at 488/530 nm on GSH beads; hit rate 0.25% among 190,000; GSH beads flow cytometry, compound fluorescence 488/530 nm; stronger effect = higher value; fluorescence (KMESF) at 10 µM; AID 1776; in the data active = fluorescence above about 89;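 also: glutathione beads carrying GST-tagged Bcl family fusion proteins plus one bare bead set; values are compound well signal with DMSO vehicle wells as background; inactives centre near 16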
RGS7-Gao reg – regulators of human RGS7-Galphao interaction; hit rate 0.35% among 220,000; AID 1439; Multiplexed bead flow cytometry, RGS7-Galphao binding; actives lie on both sides; P09471; binding response (% of control), % at 10 µM; in the data active = binding response below about 49% or above about 150%; inconclusive = no clear call, values can overlap the other calls; inactive = in between;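 also: fluorescent Galphao held in activated GDP-AlF4 state binding bead-coupled RGS7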
Avidin fluor – compound fluoresces at 488/530 nm on avidin beads | compound fluorescence 488/530 nm, flow cytometry; stronger effect = higher value | fluorescence (KMESF) at 10 µM | hit rate 0.38% among 220,000 | AID 1775; in the data active = fluorescence above about 47; also: inactives centre near 10
* hit, by the source's call; ? = inconclusive. Rule as the data show it, unless noted: active = inhibition above about 40%.

SMILES	ABCG2 inh	Bim-Bcl-2	Bim-Bcl-B	Bcl-W Bim block	Bcl-XL Bim block	Bim-Bfl-1	RGS4-Gao reg	ABCB1 inh	GSH bead fluor	RGS7-Gao reg	Avidin fluor
Nc1ccc2nc(-c3cccs3)[nH]c2c1	-0.7	-27.0	-3.0	0.0	-5.0	0.0	107.4	-0.2	20	107.4	7
Cc1ccc2nc(Cl)c(CNCc3ccccc3)cc2c1	2.1	0.0	0.0	-1.0	-2.0	-1.0	100.5	0.3	13	103.3	9
COc1ccc(-c2nnc(SCC(=O)Nc3ncc(C(F)(F)F)cc3Cl)n2CC(C)C)cc1	2.4	-3.0	-13.0	-9.0	-12.0	-3.0	105.5	2.0	18	101.6	4
COc1ccc(N2CCN(c3nc(-c4cccs4)nc4ccccc34)CC2)cc1	19.2	5.0	2.0	0.0	-2.0	0.0	100.3	9.7	22	96.0	7
NS(=O)(=O)c1ccc(CNC(=O)C2(c3ccc(Cl)cc3)CC2)cc1	-0.3	-3.0	-5.0	0.0	-2.0	-7.0	98.0	-0.1	19	100.7	10
CCN(CC)S(=O)(=O)c1ccc(N2CCOCC2)c(NS(=O)(=O)c2ccc(C(C)C)cc2)c1	1.2	6.0	0.0	1.0	-1.0	2.0	100.2	1.7	7	96.8	9
CCOc1ccc(S(=O)(=O)N(CC(=O)N2CCc3ccccc32)Cc2ccco2)cc1	10.8	-6.0	-5.0	1.0	-3.0	-15.0	102.2	0.6	26	102.8	44
CCOc1ccc(NC(=O)N(CCC(C)C)C(C)c2ccco2)cc1 (stereo unspecified)	2.1	-11.0	-10.0	0.0	-3.0	-15.0	99.7	-0.1	36	94.8	9
Cc1cccc(N2CCN(S(=O)(=O)c3ccc4c(c3)n(C)c(=O)c(=O)n4C)CC2C)c1 (stereo unspecified)	1.3	0.0	-2.0	-4.0	-1.0	-2.0	104.3	0.4	16	101.7	24
COc1ccc(S(=O)(=O)N2CCCCC2)cc1NC(=S)Nc1ccccc1	8.5	-7.0	-5.0	-3.0	-5.0	-4.0	100.4	-0.6	9	99.0	15
CCOCC(=O)N1CCCC(C(=O)OCC)C1 (stereo unspecified)	8.6	-8.0	-8.0	1.0	-11.0	-10.0	91.4	7.2	45	93.4	8
Cc1ncc([N+](=O)[O-])n1Cc1cccc(F)c1	3.1	0.0	0.0	0.0	-1.0	-1.0	100.0	-0.1	10	96.9	13
Cc1ccc(CN2C(=O)CNC2=S)cc1	-3.6	-5.0	-2.0	-5.0	-5.0	-5.0	94.2	-0.1	17	?	8
C[C@H](NC(=O)NC1CCCc2ccccc21)C(=O)O (stereo partly specified)	-2.3	-4.0	-3.0	-2.0	-1.0	-3.0	102.5	-2.9	21	101.2	14
CC(C)n1c(N2CCN(C(=O)Nc3ccc(Cl)cc3)CC2)nc2ccccc21	2.7	-2.0	-6.0	0.0	-2.0	-7.0	100.3	0.5	12	98.3	14
CN1C/C(=C/c2cccnc2)C(=O)/C(=C/c2cccnc2)C1	-1.9	-8.0	-12.0	-2.0	-5.0	-12.0	95.6	0.0	14	92.2	11
O=C(NC(NCc1cccnc1)C(Cl)(Cl)Cl)c1cccc2ccccc12 (stereo unspecified)	4.1	-7.0	-10.0	-7.0	-7.0	-10.0	95.8	1.4	16	93.0	3
CN(NC(=O)c1ccco1)c1nc2ccccc2nc1C(F)(F)F	-0.5	-3.0	-3.0	-6.0	-4.0	-7.0	103.6	0.0	12	101.7	13
CC(=O)N1CCN(C(=O)COc2ccccc2C(=O)Nc2ccccc2)CC1	13.2	-1.0	-9.0	-1.0	-4.0	-6.0	98.8	1.7	12	98.5	17
COC(=O)C1C2C=CC(C3CC23)C1C(=O)OCC(=O)c1ccccc1 (stereo unspecified)	3.2	-6.0	-6.0	-1.0	-3.0	-12.0	97.9	0.9	34	90.9	12
Nc1c(S(=O)(=O)c2cccs2)c2nc3ccccc3nc2n1Cc1cccs1	2.6	0.0	-6.0	-1.0	0.0	0.0	103.8	0.3	14	103.5	39
CCCc1nc2ccc(NC(=O)NCCC(=O)OCC)cc2c(=O)n1Cc1ccc(Cl)cc1	2.7	15.0	-6.0	0.0	-2.0	1.0	88.5	0.1	16	85.0	3
CC(C)[C@H](NS(=O)(=O)c1ccc2c(c1)OCCO2)C(=O)OCC(=O)Nc1ccccc1Cl	6.2	-5.0	-4.0	-2.0	-3.0	-2.0	103.0	1.0	7	98.6	13
COc1ccc2cc(/C=N/NC(=O)c3c(Cl)cnn3C)c(Cl)nc2c1	13.3	-1.0	8.0	2.0	0.0	3.0	93.5	1.4	20	96.4	3
CCC1C(=O)NCCN1C(=O)c1ccccc1OC1CCN(S(C)(=O)=O)CC1 (stereo unspecified)	1.8	-1.0	-8.0	-2.0	-6.0	-5.0	103.9	0.7	13	102.7	9
Cc1ccc(C(=O)N/N=C\c2ccc[nH]2)cc1[N+](=O)[O-]	4.1	1.0	0.0	0.0	0.0	1.0	104.2	0.3	8	94.2	16
COc1ccccc1C(NC(=O)C1CCCCC1)c1c(O)ccc2ccccc12 (stereo unspecified)	-1.8	17.0	13.0	13.0	19.0	18.0	103.6	-0.3	11	103.9	14
Cc1cc(=O)[nH]c(N/N=C/c2cn(CCC#N)nc2-c2ccccc2)n1	3.3	0.0	-2.0	-1.0	1.0	-3.0	92.2	0.4	11	90.5	13
COc1ccc(/C=C/C(=O)OCC(=O)NCCC2=CCCCC2)cc1S(=O)(=O)N1CCOCC1	0.6	0.0	-1.0	-2.0	-1.0	-1.0	102.4	-0.2	12	?	7
Cc1nc(C(=O)N2CCc3c([nH]c4ccccc34)C2c2ccccn2)cs1 (stereo unspecified)	7.4	-5.0	-4.0	-1.0	-3.0	-6.0	105.6	0.5	12	105.5	15
CCCC(CCC(=O)Nc1ccc(C(=O)OCC)cc1)C(=O)O (stereo unspecified)	21.2	-6.0	-11.0	2.0	-4.0	-14.0	100.2	1.1	30	99.5	23
CCCCN(C(=O)CSc1cc(C)c2ccccc2n1)c1c(N)n(Cc2ccccc2)c(=O)[nH]c1=O	10.9	-4.0	-12.0	-8.0	-6.0	1.0	102.4	1.7	12	100.5	16
COc1ccc(N2C(=O)CC(Nc3ccc(N4CCOCC4)cc3)C2=O)c(OC)c1 (stereo unspecified)	1.2	-7.0	-10.0	3.0	0.0	-5.0	102.4	0.6	25	104.0	12
COc1ccc(Cc2c[nH]c(=O)[nH]c2=O)cc1	-0.4	-1.0	-2.0	1.0	-5.0	-1.0	100.6	0.1	9	101.3	16
O=C(CSc1nc(O)cc(=O)n1-c1ccccc1)c1ccc(Br)cc1	-4.7	-1.0	2.0	-4.0	-3.0	0.0	97.2	-1.1	8	102.7	8
COc1ccc(Cl)c(Cn2c(NCc3ccccn3)nc3c2c(=O)n(C)c(=O)n3C)c1	2.7	2.0	0.0	1.0	0.0	-1.0	96.3	0.1	19	97.0	35
CCOC(=O)N1CCN(C(=O)CC(C(=O)N2CCc3ccccc32)n2ccnc2)CC1 (stereo unspecified)	0.4	-5.0	-1.0	-3.0	-2.0	1.0	99.5	0.2	23	96.6	16
CCN(CC)C(=O)c1ccc2nc(-c3ccccc3)c(-c3ccccc3)nc2c1	0.2	3.0	-3.0	1.0	0.0	2.0	102.7	3.7	25	105.6	12
CNC(=O)c1c(N)sc2c1CCCCC2	0.1	3.0	-33.0	-5.0	-6.0	21.0	97.2	0.2	18	111.3	27
O=C(/C=C/c1ccccc1)N1CCN(C(=O)c2ccco2)CC1	8.0	-6.0	-5.0	-6.0	-8.0	-1.0	100.5	0.7	14	99.9	7
CCOC(=O)c1ccc(NC(=S)NCc2cccnc2)cc1	6.3	0.0	-8.0	-1.0	0.0	-2.0	102.7	0.7	28	106.8	12
O=C(CNC(=O)c1ccc(Cl)cc1Cl)NCC(=O)Nc1ccccc1N1CCOCC1	2.3	0.0	1.0	0.0	1.0	-1.0	110.4	0.6	14	105.7	17
COc1ccc(C2N3CC4(C)CN2CC(C)(C3)C4)cc1OC (stereo unspecified)	1.3	-13.0	-16.0	2.0	0.0	-10.0	107.7	-0.1	40	110.8	9
CCC(C)N1C(=O)CCC1C(=O)N1CCN(c2ccccc2F)CC1 (stereo unspecified)	1.1	-2.0	1.0	-3.0	0.0	-1.0	101.5	0.5	12	104.3	41

Among those listed so far, these have an aryl methoxy group.
SMILES	ABCG2 inh	Bim-Bcl-2	Bim-Bcl-B	Bcl-W Bim block	Bcl-XL Bim block	Bim-Bfl-1	RGS4-Gao reg	ABCB1 inh	GSH bead fluor	RGS7-Gao reg	Avidin fluor
COc1ccc(-c2nnc(SCC(=O)Nc3ncc(C(F)(F)F)cc3Cl)n2CC(C)C)cc1	2.4	-3.0	-13.0	-9.0	-12.0	-3.0	105.5	2.0	18	101.6	4
COc1ccc(N2CCN(c3nc(-c4cccs4)nc4ccccc34)CC2)cc1	19.2	5.0	2.0	0.0	-2.0	0.0	100.3	9.7	22	96.0	7
COc1ccc(S(=O)(=O)N2CCCCC2)cc1NC(=S)Nc1ccccc1	8.5	-7.0	-5.0	-3.0	-5.0	-4.0	100.4	-0.6	9	99.0	15
COc1ccc2cc(/C=N/NC(=O)c3c(Cl)cnn3C)c(Cl)nc2c1	13.3	-1.0	8.0	2.0	0.0	3.0	93.5	1.4	20	96.4	3
COc1ccccc1C(NC(=O)C1CCCCC1)c1c(O)ccc2ccccc12 (stereo unspecified)	-1.8	17.0	13.0	13.0	19.0	18.0	103.6	-0.3	11	103.9	14
COc1ccc(/C=C/C(=O)OCC(=O)NCCC2=CCCCC2)cc1S(=O)(=O)N1CCOCC1	0.6	0.0	-1.0	-2.0	-1.0	-1.0	102.4	-0.2	12	?	7
COc1ccc(N2C(=O)CC(Nc3ccc(N4CCOCC4)cc3)C2=O)c(OC)c1 (stereo unspecified)	1.2	-7.0	-10.0	3.0	0.0	-5.0	102.4	0.6	25	104.0	12
COc1ccc(Cc2c[nH]c(=O)[nH]c2=O)cc1	-0.4	-1.0	-2.0	1.0	-5.0	-1.0	100.6	0.1	9	101.3	16
COc1ccc(Cl)c(Cn2c(NCc3ccccn3)nc3c2c(=O)n(C)c(=O)n3C)c1	2.7	2.0	0.0	1.0	0.0	-1.0	96.3	0.1	19	97.0	35
COc1ccc(C2N3CC4(C)CN2CC(C)(C3)C4)cc1OC (stereo unspecified)	1.3	-13.0	-16.0	2.0	0.0	-10.0	107.7	-0.1	40	110.8	9

High-throughput results as filed in PubChem BioAssay.

An unsorted share of the library; any-hit rate near 1.3%.
